MRP resist rev = reverses drug resistance mediated by MRP | differential viability (reversal), % at 10 µM | AID 602 | 85,000 compounds, 0.04% hits | H69AR cells + 2 uM doxorubicin, CellTiter-Glo, 72 h;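 active = viability drop by adding the cancer drug above about 55%, with treated viability meeting a 40% cutoff, limit read from the data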;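 note: viability without doxorubicin minus viability with 2 µM doxorubicin for each compound; larger differential means the compound sensitizes cells more to doxorubicin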
NFkB transloc inh = blocks IL-1B driven NFkB nuclear translocation in HUVEC cells; HUVEC IL-1B NFkB p65 nuclear translocation imaging; inhibition, % at 2 µM; 94,000 compounds, 0.43% hits;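 active = inhibition above about 30% together with a positive call from visual inspection of the well image, limit read from the data; inconclusive = inhibition above a set limit but visual check negative; inactive = inhibition not above a set limit, visual check negative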;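 note: nuclear over cytoplasmic p65 intensity ratio measured by imaging; 0% = IL-1B stimulated DMSO wells and 100% = unstimulated DMSO wells; values of inactives mirror those of a sister screen read the other way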
PLAP inhibitors HTS = PLAP enzyme inhibitors, biochemical, luminescence, HTS (AID 690) | purified PLAP, luminescent substrate; higher % means a stronger effect | inhibition, % at 20 µM; hits with a dose series show IC50 in µM | 96,000 compounds, 0.08% hits; in the data active = a potency from the dose series; inactive = the rest, 99 in 100 with inhibition below about 30%; note: strong numbers were not always called active
Bcl-B TR3 displacers = displacers of TR3 peptide from Bcl-B, primary screen, selectivity assay for Bfl-1 inhibitor project, biochemical, fluorescence polarization; FP displacement of FITC-TR3 peptide from Bcl-B; higher % means a stronger effect; displacement, % at 20 µM, or IC50 in µM where a hit was titrated; 96,000 compounds, 0.11% hits; AID 748;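 active = displacement above 50% at 20 µM plus a fluorescence interference ratio under 1.5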;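 note: plate controls were wells without compound for no effect and wells lacking Bcl-B protein for full effect; a part of the inactive calls stands beside numbers as strong as those of hits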
IL1B NFkB pot = enhances IL-1B driven NFkB nuclear translocation | activation, % at 2 µM | HUVEC IL-1B NFkB p65 nuclear translocation imaging | AID 819 | 94,000 compounds, 0.3% hits;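 active = activation above 40%, about the mean plus 3 SD, also judged a hit on visual image review; inconclusive = activation above 40% but not a hit on visual review; inactive = activation not above 40% and no visual hit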;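 note: percent activation is computed from the nuclear over cytoplasmic p65 intensity ratio; values of inactives mirror those of a sister screen read the other way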
MRP resist rev cytotoxicity = also measured in MRP resist rev; calls as there; viability, %; H69AR cells, CellTiter-Glo, 72 h; measured here: cytotoxicity without doxorubicin
MRP resist rev with doxorubicin = also measured in MRP resist rev; calls as there; viability, %; measured here: viability with 2 uM doxorubicin; active compounds read low
NFkB transloc inh cell count 2 µM = recorded beside NFkB transloc inh, whose call it bears; cell count; measured here: cells passing quality filter;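 raw number of nuclei counted in each imaged well without normalization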
IL1B NFkB pot cell count 2 µM = also measured in IL1B NFkB pot; calls as there; cell count; measured here: cells passing quality filter
Active calls of the source: *; ? = inconclusive; nt = no result given. Not all compounds are listed (hit frequency here may not be typical).

Order of results: MRP resist rev	MRP resist rev cytotoxicity	MRP resist rev with doxorubicin	NFkB transloc inh	NFkB transloc inh cell count 2 µM	PLAP inhibitors HTS	Bcl-B TR3 displacers	IL1B NFkB pot	IL1B NFkB pot cell count 2 µM
C=CCSc1ncccc1C(=O)O
→ 24.9	90.2	65.4	-0.2	115	7.3%	-3.0%	0.2	115
CCn1nnnc1SCC(=O)Nc1sc(C)c(C)c1C#N
→ 13.2	92.4	79.2	-4.9	161	2.9%	-2.4%	4.9	161
Cc1cc(C)c2nc(N3CCCC(C(=O)NCCCN4CCOCC4)C3)sc2c1 (stereo not given)
→ 3.0	72.3	69.3	-18.0	190	-53.1%	-1.3%	18.0	190
CCOC(=O)CN1C(=O)C(O)(c2c(C)[nH]c3ccccc23)c2ccccc21 (stereo not given)
→ -6.0	71.6	77.7	-4.8	115	-36.5%	-33.0%	4.8	115
COc1ccc(/C(N)=C/C(=O)C(C)(C)C)cc1
→ -1.9	89.1	91.0	1.3	102	7.6%	3.7%	-1.3	102
O=C(CCCC(=O)N(CC(=O)NC1CCCC1)Cc1ccccc1Cl)Nc1ccccn1
→ 8.8	85.8	77.0	10.3	94	-97.6%	7.7%	-10.3	94
Cc1ccccc1N/C(SCc1ccc(Cl)cc1)=C(/C#N)C(=O)NCc1ccco1
→ 12.2	52.4	40.2	-15.4	143	-5.6%	1.1%	15.4	143
N#Cc1cccc(C(c2nnnn2Cc2ccccc2)N2CCCC2)c1 (stereo not given)
→ 10.6	95.2	84.5	5.9	155	1.4%	1.1%	-5.9	155
COc1ccc(OC)c(C2NC(=O)c3sc(=S)n(-c4ccccc4)c3N2)c1 (stereo not given)
→ 29.0	65.4	36.4	-7.1	116	-15.5%	-2.6%	7.1	116
Cc1ccc(NC(=O)CCC(=O)O)cc1F
→ 4.0	103.0	99.0	4.4	154	1.8%	-9.8%	-4.4	154
CCCCN=C(C)c1c(O)c2ccccc2oc1=O
→ 12.1	99.2	87.2	6.8	87	11.2%	2.0%	-6.8	87
CCN1CCN(C(=O)c2ccccc2N(Cc2ccccc2)S(=O)(=O)c2ccc(C)cc2)CC1
→ -20.7	43.5	64.2	-17.8	194	-59.8%	-2.8%	17.8	194
Cc1ccc(-n2nc(C)c(NS(=O)(=O)c3ccccc3)c2C)cc1C
→ 11.3	81.1	69.8	-12.2	165	-32.4%	-7.4%	12.2	165
CCCn1c(SCC(=O)NC2CCCCC2C)n[nH]c1=O (stereo not given)
→ -5.5	90.9	96.4	-14.4	70	-11.0%	-4.3%	14.4	70
COc1ccc(CCN2C(=O)CC(Sc3ncccc3C(=O)O)C2=O)cc1OC (stereo not given)
→ 1.1	95.1	94.0	-9.7	177	1.5%	0.0%	9.7	177
CCOC(=O)C1CCCN(c2c(N3CCOCC3)c(=O)c2=O)C1 (stereo not given)
→ 12.4	97.1	84.7	7.1	141	14.4%	-4.1%	-7.1	141
O=C(CCCCCn1c(=S)[nH]c2ccc(Br)cc2c1=O)NCC1CCCO1 (stereo not given)
→ 8.3	102.1	93.8	1.6	175	-24.2%	7.2%	-1.6	175
Cc1cc(C(=O)Nc2c(C)n(C)n(-c3ccccc3)c2=O)c(C)o1
→ -5.4	100.1	105.5	-19.1	146	-2.0%	-6.1%	19.1	146
CCOC(=O)c1cnc2c(cnn2C)c1NCCC#N
→ nt	nt	nt	-2.2	127	-51.2%	-2.9%	2.2	127
CN(c1ccc(C(=O)NCc2cccnc2)cc1)S(C)(=O)=O
→ 0.9	87.0	86.1	-6.2	157	nt	nt	6.2	157

Next part; the last 2 above are carried over.
Order of results: MRP resist rev	MRP resist rev cytotoxicity	MRP resist rev with doxorubicin	NFkB transloc inh	NFkB transloc inh cell count 2 µM	PLAP inhibitors HTS	Bcl-B TR3 displacers	IL1B NFkB pot	IL1B NFkB pot cell count 2 µM
CCOC(=O)c1cnc2c(cnn2C)c1NCCC#N
→ nt	nt	nt	-2.2	127	-51.2%	-2.9%	2.2	127
CN(c1ccc(C(=O)NCc2cccnc2)cc1)S(C)(=O)=O
→ 0.9	87.0	86.1	-6.2	157	nt	nt	6.2	157
C(=NCCCN1CCOCC1)c1ccc2c(c1)OCO2
→ 2.7	96.5	93.8	nt	nt	1.7%	2.0%	nt	nt
CCOC(=O)c1c(-c2ccccc2)csc1NC(=O)c1ccc(N2C(=O)CCC2=O)cc1
→ nt	nt	nt	-9.9	111	-17.1%	22.5%	9.9	111
Nc1ccccc1C(=O)NCc1ccccc1
→ 2.2	96.4	94.3	3.3	170	6.7%	3.4%	-3.3	170
O=C(COc1ccc(Cl)cc1)Nc1nc(-c2ccc(S(=O)(=O)N3CCOCC3)cc2)cs1
→ 5.5	91.2	85.7	-3.6	167	-80.7%	-59.2%	3.6	167
O=S(=O)(CCc1nnc(-c2ccccc2)o1)c1ccc2ccccc2c1
→ 11.9	81.7	69.8	-17.9	154	16.1%	2.6%	17.9	154
CCOC(=O)c1ccc(NC(=S)NCCc2ccccc2)cc1
→ nt	nt	nt	-5.7	178	5.9%	10.5%	-0.8	137
O=c1c2ccccc2c(-c2ccc(Cl)cc2)nn1-c1ccccc1
→ nt	nt	nt	nt	nt	6.4%	-5.6%	nt	nt
Cc1cc(N2CCOCC2)nc2ccccc12
→ 2.8	96.4	93.7	-5.5	125	nt	nt	5.5	125
CCOC(=O)C1CCCN(C(=O)c2ccccc2Oc2ccccc2)C1 (stereo not given)
→ 14.6	85.7	71.1	4.0	135	-59.5%	6.1%	-4.0	135
Cc1ccc(N=C2CCCN2Cc2ccccc2)c(C#N)c1
→ 3.9	82.4	78.5	-40.4	131	nt	nt	?	nt
O=C(CNC(=O)c1ccc(Cl)cc1)OCC(=O)c1ccc2c(c1)OCCO2
→ nt	nt	nt	7.8	178	7.0%	-7.1%	-7.8	178
COC(=O)CSc1ccc(-c2nc3ccc(C)cc3[nH]2)cn1
→ nt	nt	nt	-16.4	148	24.5%	-11.3%	16.4	148
Nc1nc2ccccc2n1/N=C/c1cccnc1
→ -0.6	62.9	63.5	-17.3	162	nt	nt	17.3	162
CC(C)N(C#N)c1nc(N2CCOCC2)nc(N2CCOCC2)n1
→ -3.8	68.1	71.9	3.3	82	-5.9%	3.0%	-3.3	82
Cc1cc(C)cc(OC(=O)CCN2C(=O)c3ccccc3C2=O)c1
→ -1.6	99.5	101.1	-4.8	151	nt	nt	4.8	151
Cc1ccc(CSc2nc3c(c(=O)[nH]2)CCC3)cc1
→ 20.9	94.3	73.3	-8.7	68	-7.3%	-8.1%	8.7	68
O=C(CCCN1C(=O)c2ccccc2C1=O)N1CCN(c2ccccn2)CC1
→ 4.1	100.9	96.8	-16.6	90	-0.9%	-7.1%	16.6	90
COc1ccc(S(=O)(=O)N2CCCC(C(=O)N3CCOCC3)C2)cc1C (stereo not given)
→ -2.2	84.7	86.9	-4.8	181	-69.3%	-3.8%	4.8	181
COc1ccc(CNC(=O)CN(CC2CCCO2)C(=O)CNS(=O)(=O)c2ccc(C)cc2)cc1 (stereo not given)
→ -2.0	82.4	84.4	-19.6	187	-22.5%	-9.7%	19.6	187
CCCc1[nH]nc2c1C(c1ccc(O)cc1OCC)C(C#N)=C(N)O2 (stereo not given)
→ nt	nt	nt	-5.4	135	29.3%	-0.1%	5.4	135
CCCS(=O)(=O)N1CCN(Cc2ccccc2OCC)CC1
→ 7.8	91.7	83.9	nt	nt	-58.9%	14.3%	nt	nt
COCCNC(=S)NC1CC2CCCC(C1)N2Cc1ccco1 (stereo not given)
→ nt	nt	nt	-20.7	144	-19.5%	-2.5%	20.7	144
O=C(NC1CCCC1)c1cc2c(ccc3ccccc32)o1
→ 13.1	83.6	70.5	-6.1	71	12.3%	-7.2%	6.1	71
Cn1c(=O)cc(SCC(=O)N2CCOCC2)c2ccc(Cl)cc21
→ 1.6	85.3	83.6	15.8	171	nt	nt	-15.8	171
CCCCn1c(C(C)NC(=O)c2cccs2)nc2ccccc21 (stereo not given)
→ 8.0	99.1	91.1	nt	nt	-12.6%	0.0%	nt	nt
Clc1cccc(Nc2ncnc3c2cnn3-c2ccccc2)c1
→ -14.5	58.0	72.5	nt	nt	-5.9%	2.6%	nt	nt
COc1cccc(NC(=O)c2nnn(CCc3ccccc3)c2N)c1
→ -34.8	31.7	66.5	-7.4	199	51.4%	-9.5%	7.4	199
CCCCCCCCC(=O)N/N=C/c1ccccn1
→ nt	nt	nt	3.4	123	-88.6%	2.8%	-3.4	123
O=C(NC1CCCCC1)c1cc([N+](=O)[O-])ccc1N1CCOCC1
→ nt	nt	nt	1.3	148	9.8%	3.7%	-1.2	148
CS(=O)(=O)N(CC(=O)N1CCN(c2ccccc2)CC1)C1CCCCC1
→ 6.0	100.8	94.8	-2.0	135	7.5%	-4.5%	2.0	135
CCCCn1c(SCC(=O)NCc2ccco2)nc2ccccc2c1=O
→ nt	nt	nt	-5.3	170	24.8%	-18.8%	5.2	170
CC(=Nc1ccc(C)c(C)c1)C1=C(O)CSC1=O
→ 10.7	94.4	83.8	-20.6	136	7.9%	-3.0%	20.6	136
N#Cc1cnc(SCCc2ccccc2)nc1N
→ 8.7	105.6	96.8	1.7	110	11.9%	-26.0%	-1.7	110
Cc1cc(C(=O)CSc2n[nH]c(N)n2)c(C)n1-c1ccccc1
→ nt	nt	nt	2.0	146	-216.7%	-10.2%	-2.0	146
O=C(/C=C/c1ccccc1)CC(O)(c1ccccc1)C(F)(F)F (stereo not given)
→ -4.0	2.0	6.0	-11.4	185	34.1%	-0.3%	11.4	185
COc1ccccc1-n1c(CNc2ccc(F)cc2)nnc1SCC(=O)Nc1cc(C)on1
→ 13.0	86.5	73.5	15.2	60	nt	nt	-15.2	60
CCOc1ccc(NC(=S)/C(=C(\[O-])c2ccc(C)c([N+](=O)[O-])c2)[n+]2ccccc2)cc1
→ 0.7	93.6	92.8	1.3	182	-0.7%	0.9%	-1.3	182
CN(C)c1cc(NC(=O)CN2CCOCC2)c2ccccc2n1
→ 3.5	96.2	92.8	-0.8	56	nt	nt	0.8	56
CC1=C(C(N)=O)C(c2ccncc2)n2nc(-c3ccccc3Cl)nc2N1 (stereo not given)
→ 1.9	104.7	102.8	-5.3	46	8.9%	-3.1%	5.3	46
CCN(CC)c1ccc(NC(=O)c2ccc(Br)o2)c(C)c1
→ 5.8	86.9	81.1	-15.6	155	15.4%	0.1%	15.6	155
COc1ccc(-c2cc(C(F)(F)F)n3nc(C(=O)NCc4ccco4)c(Cl)c3n2)cc1
→ -17.3	36.8	54.1	3.6	138	-15.1%	-23.2%	-3.6	138
COc1ccc(-c2noc(CSc3nnc(Cc4ccccc4)n3-c3cccc(C)c3)n2)cc1OC
→ 9.0	56.3	47.3	-40.1	130	-64.3%	-7.5%	?	nt
C=CCn1c(SCC(=O)NCc2ccco2)nnc1-c1ccc2ccccc2n1
→ -0.1	75.6	75.7	2.3	94	14.0%	2.8%	-2.3	94
Cc1ccc(NC(=O)c2cc(NC(=O)CCC(=O)O)ccc2N2CCCCC2)cc1
→ -5.1	81.7	86.8	4.6	5	-14.8%	-2.0%	-4.6	5
COc1ccc(NC(=O)C2CCN(S(=O)(=O)c3cccc4cccnc34)CC2)cc1
→ nt	nt	nt	-2.8	72	-14.7%	2.7%	2.8	72
CCOC(=O)c1cc(C#N)c(SCc2cccc3ccccc23)nc1C
→ 9.5	95.6	86.1	11.3	35	3.3%	0.4%	-11.3	35
CCOCCCNC(=O)CN1CCN(Cc2ccccc2C)C1=O
→ 7.4	101.0	93.6	-8.7	63	-0.8%	-2.5%	8.7	63
CCCCn1c(=O)cc(O)c2ccccc21
→ 11.5	102.0	90.5	-21.8	112	-0.9%	-3.4%	21.8	112
CC(C)(C)c1ccccc1OCC(=O)Nc1ncn[nH]1
→ -4.1	96.7	100.8	-4.0	124	-101.4%	6.4%	4.0	124

Screens from PubChem BioAssay.
